CRFR2-BP ag: agonists of CRF-BP/CRF-R2 complex, primary screen, cell-based, HEK293, calcium dye fluorescence, uHTS; CRF-binding protein / CRF receptor 2 complex (human); calcium dye fluorescence (FLIPR); percent of saturating CRF peptide response; activation, % at 13.2 µM; 350,000 tested, 0.46% active;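 active = activation of at least 50%, plus an integration ratio under a set limit after plate pattern correction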;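 also: plate controls were neutral control wells without compound for no effect and CRF at EC100 for full effect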
PHOSPHO1 block: PubChem AID 1565 | recombinant PHOSPHO1, absorbance phosphatase assay | inhibition, % at 13.3 µM | 290,000 tested, 1.1% active; in the data active = inhibition above about 60%
pCIP destab: p/CIP-EGFP fusion destabilizers, primary screen, fluorescence, F442A cells; 16 h; Q05BA5; AID 1984, 2009; decrease of EGFP signal, % at 10 µM; 290,000 tested, 0.01% active;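 active = EGFP signal decrease of at least 30% at 10 µM or well 3 SD below plate mean, unless failing retest; inactive = the rest, including hits failing retest or dose response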; also: some compounds called inactive have numbers as strong as hits; many of its hits are not listed in these tables
CRFR2-BP antag: antagonists of CRF-BP/CRF-R2 complex, primary screen, cell-based, HEK293, calcium dye fluorescence, uHTS | CRF-induced calcium fluorescence | inhibition, % at 11.8 µM | 350,000 tested, 0.59% active | AID 588475, 2011;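 active = inhibition of the ligand-induced calcium signal above about 50% at the single tested concentration, limit read from the data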
GalR3 antag: GalR3 antagonists in HEK293 cells, primary screen, cell-based, fluorescence readout | inhibition, % at 3 µM | AID 651719, 2012 | 360,000 tested, 0.44% active | Galanin receptor type 3 (Homo sapiens), O60755 | HEK293 GalR3-CNG cAMP membrane potential fluorescence; galR3 body fused to GalR1 C-terminus;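 active = inhibition above the screen-wide average plus 3 SD, cut at about 13% in these data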;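 also: forskolin and galanin both at EC90 stimulate the cells; cAMP rise reported by CNG channel membrane potential dye signal; 0% = forskolin plus galanin with DMSO and 100% = forskolin alone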
Target sequence (O60755 1-299 limits assumed): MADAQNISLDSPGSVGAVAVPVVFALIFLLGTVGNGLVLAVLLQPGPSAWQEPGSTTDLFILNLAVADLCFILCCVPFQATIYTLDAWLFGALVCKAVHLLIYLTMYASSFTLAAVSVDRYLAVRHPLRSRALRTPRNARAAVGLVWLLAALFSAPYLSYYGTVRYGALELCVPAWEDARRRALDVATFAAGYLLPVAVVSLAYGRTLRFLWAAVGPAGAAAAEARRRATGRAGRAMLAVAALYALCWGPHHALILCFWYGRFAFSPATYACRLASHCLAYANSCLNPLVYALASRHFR
M4 PAM: human M4 muscarinic receptor positive allosteric modulators, primary screen, CHO-K1 cells, Fluo-8 calcium fluorescence | CHO-K1 hM4/Gqi5, ACh EC20; 0% = ACh EC20, 100% = maximal ACh | activation, % at 3 µM | 360,000 tested, 0.4% active;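 active = activation above its plate's cutoff, the mean activation of sample wells plus 3 SD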; also: some results filed as inactive read as strong as hits
MEKK3 PB1 HTS: modulators of MEKK3-MEK5 PB1 binding, primary screen, biochemical, wildtype MEKK3, multiplex bead flow cytometry, Alexa488-MEK5; bead-based flow cytometry, Alexa488-MEK5 binding to MEKK3; actives lie on both sides; 0 = blocked by unlabeled MEK5, 100 = vehicle; binding response (% of control), % at 10 µM; 290,000 tested, 1.4% active; Mitogen-activated protein kinase kinase kinase 3 (Homo sapiens), Q99759;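 active = binding response more than 3 SD above or below the average of its plate-row segment, actives on both sides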;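 also: Alexa488 bead fluorescence after subtracting the streptavidin-only scavenger bead signal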
Target sequence (Q99759 whole entry, looked up): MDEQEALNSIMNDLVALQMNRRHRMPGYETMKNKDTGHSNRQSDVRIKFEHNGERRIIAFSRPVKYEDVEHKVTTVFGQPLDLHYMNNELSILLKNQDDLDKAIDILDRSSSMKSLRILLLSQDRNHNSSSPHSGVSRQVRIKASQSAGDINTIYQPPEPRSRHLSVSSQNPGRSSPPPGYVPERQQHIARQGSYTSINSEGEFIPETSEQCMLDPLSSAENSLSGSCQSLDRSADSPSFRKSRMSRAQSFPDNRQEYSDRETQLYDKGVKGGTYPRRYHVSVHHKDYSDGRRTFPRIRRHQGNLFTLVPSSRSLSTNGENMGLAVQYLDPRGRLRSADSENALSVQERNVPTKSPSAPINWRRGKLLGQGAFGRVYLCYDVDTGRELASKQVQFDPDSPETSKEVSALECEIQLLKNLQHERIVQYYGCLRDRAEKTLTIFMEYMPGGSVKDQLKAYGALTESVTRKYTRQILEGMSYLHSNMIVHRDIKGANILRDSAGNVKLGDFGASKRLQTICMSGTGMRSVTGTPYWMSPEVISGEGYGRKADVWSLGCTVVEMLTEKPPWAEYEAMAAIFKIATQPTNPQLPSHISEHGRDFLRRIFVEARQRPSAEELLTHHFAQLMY
IDE inh: human IDE inhibitors in live cells, primary screen, fluorescence polarization, HEK cells, FAbetaB substrate. FAbetaB cleavage. inhibition, % at 5.59 µM. 320,000 tested, 0.41% active;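 active = percent inhibition above the average of all tested compounds plus 3 SD, set per screening campaign, cut at about 16% in these data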;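 also: IDE supplied by intact live HEK cells; FP after avidin binding of uncleaved biotin substrate so inhibition keeps polarization high; 0% = DMSO wells and 100% = 60 µM reference IDE inhibitor Ii1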
IDE act: human IDE activators in live cells, primary screen, fluorescence polarization, HEK cells, FAbeta-B substrate. FAbeta-B cleavage; 0% vehicle, 100% cell-free pure enzyme wells. activation, % at 5.96 µM. 340,000 tested, 0.073% active. AID 493087, 2011;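 active = activation above the mean of all tested compounds plus 3 SD, set per screening campaign, cut at about 17% in these data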
Numbers without * were called inactive; . = not tested or not shown; & = joins results of further samples. Compounds as they come; overall some 4.2% were active at least once.

CRFR2-BP ag | PHOSPHO1 block | pCIP destab | CRFR2-BP antag | GalR3 antag | M4 PAM | MEKK3 PB1 HTS | IDE inh | IDE act | SMILES
-1.7 | -4 | -1 | 44 | -5 | -1 | 95 | -1 | 4 | Cc1cc(NS(=O)(=O)c2ccccc2)c([N+](=O)[O-])cc1C
1.7 | 20 | 13 | -6 | -3 | 3 | 108 | -1 | . | CSc1nc2c(c(=O)[nH]1)C(c1ccc(Br)cc1)CC(=O)N2 (stereo unspecified)
-0.2 | 43 | 7 | 1 | -4 | 1 | 102 | 2 | 5 | COc1ccc(NC(=O)Nc2ccon2)cc1OC
-0.5 | 28 | -1 | -18 | -12 | 0 | 109 | -2 | 2 | O=C(N/N=C/c1ccc(O)cc1O)NC12CC3CC(CC(C3)C1)C2
-3.6 | 3 | -3 | 9 | -3 | 0 | 136* | 6 | 10 | O=c1oc2ccccc2c(NCc2ccccc2F)c1[N+](=O)[O-]
1.1 | 33 | 4 | -31 | -3 | -12 | 101 | -1 | -3 | Nc1nc(-c2ccccn2)nc(N)c1Cc1ccc(Cl)cc1Cl
-0.7 | 39 | -6 | -5 | -9 | -11 | 104 | -3 | 4 | O=C(OCC(=O)N1CCCC1)c1cc(Cl)ccc1[N+](=O)[O-]
1.2 | 23 | -18 | 6 | -5 | -12 | 115 | 0 | -1 | COc1ccc(-c2noc(CCC(=O)Nc3ccc4c(c3)OCCO4)n2)cc1
-1.8 | -4 | -12 | 1 | -7 | 6 | 107 | -1 | 8 | CCn1c(Cc2ccccc2)nnc1SCC(=O)N1CCCCC1
-0.3 | 26 | 0 | 3 | 0 | 9 | 102 | -6 | 0 | CCN(CCNC(=O)CN1CCN(Cc2ccc(Cl)cc2)C1=O)c1ccccc1
0.0 | -16 | 22 | 5 | . | 9 | 100 | -1 | . | CCNC(=O)C1CCCN1C(=O)C(CCCN=C(N)N)NC(=O)C(CC(C)C)NC(=O)C(Cc1cn(Cc2ccccc2)cn1)NC(=O)C(Cc1ccc(O)cc1)NC(=O)C(CO)NC(=O)C(Cc1c[nH]c2ccccc12)NC(=O)C(Cc1cnc[nH]1)NC(=O)C1CCC(=O)N1 (stereo unspecified)
0.0 | 5 | -55 | -10 | -3 | -3 | 98 | -1 | 5 | CCOC(=O)C1(Cc2ccccc2C)CCCN(C(=O)c2ccc3nccnc3c2)C1 (stereo unspecified)
-1.2 | . | . | -14 | -5 | 3 | . | . | 4 | CC(=O)Nc1c(C(=O)O)ccc(C)c1OCc1ccccc1
-1.1 | 4 | -2 | -18 | -2 | -3 | 95 | 10 | 1 | CC(C)N1C(=O)C2C(C(=O)NC3CCCCC3)C3C=CC2(O3)C1C(=O)NC1CCCCC1 (stereo unspecified)
-1.4 | 4 | -19 | -10 | -5 | 14 | 105 | -2 | 7 | COc1cc(CNc2ccc3c(c2)CCC3)cc(OC)c1O

Overlap with the part before: 4 entries, then new ones.
CRFR2-BP ag | PHOSPHO1 block | pCIP destab | CRFR2-BP antag | GalR3 antag | M4 PAM | MEKK3 PB1 HTS | IDE inh | IDE act | SMILES
0.0 | 5 | -55 | -10 | -3 | -3 | 98 | -1 | 5 | CCOC(=O)C1(Cc2ccccc2C)CCCN(C(=O)c2ccc3nccnc3c2)C1 (stereo unspecified)
-1.2 | . | . | -14 | -5 | 3 | . | . | 4 | CC(=O)Nc1c(C(=O)O)ccc(C)c1OCc1ccccc1
-1.1 | 4 | -2 | -18 | -2 | -3 | 95 | 10 | 1 | CC(C)N1C(=O)C2C(C(=O)NC3CCCCC3)C3C=CC2(O3)C1C(=O)NC1CCCCC1 (stereo unspecified)
-1.4 | 4 | -19 | -10 | -5 | 14 | 105 | -2 | 7 | COc1cc(CNc2ccc3c(c2)CCC3)cc(OC)c1O
-1.7 | 24 | -9 | -2 | -5 | -2 | 100 | 1 | 4 | COc1cc(NS(=O)(=O)c2ccc(NC(=S)NC(=O)c3ccc(F)c(F)c3)cc2)nc(OC)n1
-2.3 | 19 | -6 | 16 | 2 | 5 | 95 | 12 | -5 | Cc1nn(-c2ccccc2)c(Cl)c1/C=N/NC(=O)c1nn(C)cc1[N+](=O)[O-]
0.3 | 54 | 2 | 9 | 0 | -8 | 96 | 3 | 5 | O=C(NNS(=O)(=O)c1ccc(Cl)cc1)c1cccc(S(=O)(=O)N2CCOCC2)c1
-0.8&-3.2 | 19&42 | 4&-1 | -4&-4 | -13&3 | 3&4 | 97&83 | 6&5 | 3&3 | COc1ccc2c3c1OC1CC(O)C=CC31CCN(C)C2 (stereo unspecified)
-0.6 | 34 | -2 | 7 | -3 | 2 | 98 | 2 | 3 | O=C(CCC(=O)N1CCCCCC1)NCc1ccc(F)cc1
-0.5 | . | . | 7 | -5 | 12 | . | . | 4 | CN(C(=O)COC(=O)c1ccc(Cl)c(S(=O)(=O)NCc2ccccc2)c1)C1CCS(=O)(=O)C1 (stereo unspecified)
-1.4 | 30 | -6 | 8 | -10 | 0 | 112 | 4 | 0 | Cc1ccc(NC(=O)N2C3CCCC2CC(NC(=O)C(C)(C)C)C3)cc1 (stereo unspecified)
-1.2 | 33 | -11 | 6 | -3 | . | 106 | 5 | 0 | COC(=O)c1sc(C(F)(F)F)c(-c2ccccc2)c1S(=O)(=O)N(C)C
-3.0 | . | -7 | 3 | 0 | 0 | 107 | -4 | 0 | COc1ccc(OCC(O)Cn2c(N3CCCCC3)nc3c2c(=O)[nH]c(=O)n3C)cc1 (stereo unspecified)
3.9 | 21 | -2 | -50 | -3 | 8 | 113 | 0 | -2 | CN1CCN(c2cc(-c3ccccc3)nc3cc(-c4ccc(F)cc4)nn23)CC1
0.3 | 0 | -16 | 2 | -10 | 2 | 101 | -1 | 2 | CC(=O)c1cc2c(cc1NC(=O)CCn1cnnn1)OCO2
-2.7 | 36 | -6 | -8 | -5 | 6 | 100 | 3 | -1 | CCOc1ccc(NC(=O)CN2C(=O)CSc3ccc(S(=O)(=O)N4CCCC4)cc32)cc1
-0.9 | 6 | -12 | 7 | -2 | -2 | 104 | -6 | 5 | Cc1ccccc1NC(=S)NCCc1ccccc1
-0.6 | 28 | 10 | 8 | -3 | 7 | 107 | -1 | 0 | CCc1nnc(SCC(=O)Nc2ccc(N3CCOCC3)cc2)o1
1.9 | 24 | -9 | -5 | -2 | 5 | 95 | 5 | -4 | O=C(Cc1cccs1)NC1CCCC1

Complete entries from above:
Profile of CN1CCN(c2cc(-c3ccccc3)nc3cc(-c4ccc(F)cc4)nn23)CC1 : CRFR2-BP ag: 3.9; PHOSPHO1 block: 21; pCIP destab: -2; CRFR2-BP antag: -50; GalR3 antag: -3; M4 PAM: 8; MEKK3 PB1 HTS: 113; IDE inh: 0; IDE act: -2
Profile of COc1cc(NS(=O)(=O)c2ccc(NC(=S)NC(=O)c3ccc(F)c(F)c3)cc2)nc(OC)n1 : CRFR2-BP ag: -1.7; PHOSPHO1 block: 24; pCIP destab: -9; CRFR2-BP antag: -2; GalR3 antag: -5; M4 PAM: -2; MEKK3 PB1 HTS: 100; IDE inh: 1; IDE act: 4
Profile of O=C(NNS(=O)(=O)c1ccc(Cl)cc1)c1cccc(S(=O)(=O)N2CCOCC2)c1 : CRFR2-BP ag: 0.3; PHOSPHO1 block: 54; pCIP destab: 2; CRFR2-BP antag: 9; GalR3 antag: 0; M4 PAM: -8; MEKK3 PB1 HTS: 96; IDE inh: 3; IDE act: 5

Quoted at random: two records from the list.
CRFR2-BP ag | PHOSPHO1 block | pCIP destab | CRFR2-BP antag | GalR3 antag | M4 PAM | MEKK3 PB1 HTS | IDE inh | IDE act | SMILES
-1.7 | 24 | -9 | -2 | -5 | -2 | 100 | 1 | 4 | COc1cc(NS(=O)(=O)c2ccc(NC(=S)NC(=O)c3ccc(F)c(F)c3)cc2)nc(OC)n1
-0.9 | 6 | -12 | 7 | -2 | -2 | 104 | -6 | 5 | Cc1ccccc1NC(=S)NCCc1ccccc1

Additional results
CRFR2-BP ag | PHOSPHO1 block | pCIP destab | CRFR2-BP antag | GalR3 antag | M4 PAM | MEKK3 PB1 HTS | IDE inh | IDE act | SMILES
-2.5 | 0 | -17 | -17 | -5 | -6 | 99 | 9 | 2 | Fc1ccc(Cn2c(-c3cscn3)nc3ccccc32)c(Cl)c1
11 | 11 | -1 | -55 | -7 | 1 | 100 | 2 | 0 | O=C(Nc1ccc(Br)cc1)c1cccn1-c1ncc(C(F)(F)F)cc1Cl
-0.7 | 4 | 0 | 4 | -2 | -9 | 97 | 11 | 0 | O=C(CCCCCn1c(SCc2ccncc2)nc2ccccc2c1=O)NCc1ccco1
1.2 | -1 | 2 | 13 | -3 | 30 | 93 | 0 | 7 | CCOC(=O)C(C)n1cnc2c1c(=O)[nH]c(=O)n2C (stereo unspecified)
1.3 | -31 | 2 | -13 | -4 | -10 | 93 | 9 | -5 | FC(F)(F)c1cccc(NC(=S)N(CCCN2CCCC2)Cc2cccn2Cc2ccc(Cl)cc2)c1
11 | 4 | -5 | -28 | -1 | -1 | 97 | 5 | 0 | CSCCC(NC(=O)C12CC3CC(CC(C3)C1)C2)C(=O)OCC(=O)c1ccccc1 (stereo unspecified)
2.4 | 16 | -9 | 2 | -3 | -1 | 108 | 2 | -4 | Cc1cc(C)c(NC(=S)N2CCC(N(C)CC3CCCO3)CC2)c(C)c1 (stereo unspecified)
0.5 | 19 | -11 | 24 | 0 | 2 | . | -2 | 0 | CCn1cc(CNC(=O)C2C3CCC(C3)C2C(=O)O)cn1 (stereo unspecified)
-0.5 | . | . | 15 | -7 | 3 | . | . | 5 | O=C(NCc1ccco1)Nc1cccc(-c2ccccc2)c1
-1.1 | 15 | 6 | -3 | -4 | 16 | 101 | 3 | 3 | COc1ccc(OC)c(C(=O)c2coc3ccc(OC)cc23)c1
-0.1 | -11 | -13 | 10 | 1 | 8 | 93 | 4 | 4 | COC(=O)c1sc(N)c(C(=O)OC)c1CSc1nc2sc3c(c2c(=O)n1C)CCC3
0.1 | 14 | -17 | 9 | -3 | 4 | 110 | 5 | 1 | COc1ccc(N2C(=O)CCC(C(=O)NCc3ccccn3)C2c2ccc(F)cc2)cc1 (stereo unspecified)
-0.2 | -16 | 11 | -13 | -4 | -3 | 99 | 2 | 2 | Cc1ccc(S(=O)(=O)Nc2c(C)nc3nc[nH]n3c2=O)c(C)c1
0.1 | -8 | 11 | 5 | -4 | -4 | 103 | -6 | -4 | Cn1c(SCCN2CCCCC2)nnc1-c1ccccc1Br
-1.1 | 23 | 2 | 29 | . | 2 | 104 | 3 | 3 | COc1ccc(C2=NS(=O)(=O)N(C)C(C(=O)NCc3ccc4c(c3)OCO4)=C2)cc1
-0.2 | 31 | -10 | -5 | -10 | -3 | 102 | 1 | 1 | O=C(CC1CC2CCC1C2)NCCc1ccc(Cl)cc1 (stereo unspecified)

Screening results (PubChem)
